ERAP1 HTS inh: human ERAP1 aminopeptidase inhibitors, primary screen, biochemical, single point, plate reader; inhibition, % at 10.7 µM; AID 652197, 2013; actives 0.15% (n = 340,000); Endoplasmic reticulum aminopeptidase 1 (Homo sapiens), Q9NZ08; recombinant ERAP1, Leu-AMC fluorescence, 60 min;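 active means mean replicate inhibition of at least 30%, or all replicates individually reaching that 30% level; inactive means mean below 30% and not every replicate reaching it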;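 further: 0% = neutral control wells and 100% = L-leucinethiol positive control wells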
esBAF inh: Bmi1 luciferase reporter increase in mESCs, primary screen, esBAF inhibitor project, mouse ES cells, Bmi1 luciferase knock-in, single point; reporter increase, % at 12.5 µM; 24 h; 100% = twice the neutral-well signal; actives 2% (n = 350,000); AID 602393, 2012; in the data active means activation above about 40%;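 further: 0% = median of the plate's neutral control wells and 100% = double that signal; a rise in the Bmi1 reporter signal indicates esBAF inhibition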
GSIS activator: GLuc luminescence reporter in INS-1E cells, primary screen for activators of glucose-dependent secretion of insulin; activation, % at 16.6 µM; INS-1E GLuc reporter insulin secretion, 2-3 h; actives 0.61% (n = 370,000); AID 743287, 2014;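 active means lowest replicate activation of at least 40%, so every replicate reaches that level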;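 further: 0% = median of neutral control wells and 100% = median of IBMX positive control wells; some compounds called inactive have numbers as strong as hits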
ARNT-TACC3 inh: disruptors of ARNT/TACC3 protein interaction, primary screen, biochemical, AlphaScreen, single concentration; Transforming acidic coiled-coil-containing protein 3 (Homo sapiens), Q9Y6A5; AlphaScreen His-ARNT PAS-B/GST-TACC3 binding, luminescence; TACC3 fragment carries E629A point mutation; inhibition, % at 9.99 µM; actives 0.66% (n = 390,000); AID 623870, 2012;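 active means mean inhibition of replicates at least 50% and at least half of replicates each reaching 50%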;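 further: 0% = complete ARNT plus TACC3 wells and 100% = ARNT alone without TACC3; many hits fall short of the cut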
F508del corr: F508del CFTR correction, initial screen, CFBE line, single point. CFBE cells, YFP halide quenching; stimulated with forskolin plus potentiator P3; % fluorescence drop versus neutral controls. activity (quench increase), % at 7.58 µM. actives 0.36% (n = 350,000). AID 720511, 2013;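 active means mean added fluorescence quench of at least 8% versus neutral control, with both replicates also reaching 8%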;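 further: cells transiently co-express mutant CFTR-F508del with the halide-sensitive YFP; corrector assay measuring rescue of mutant channel to the surface after 24 h compound exposure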
Xi reactivation: activators of inactive X chromosome reactivation, primary screen, imaging, XiGFP fibroblasts, GFP high-content imaging, set 2. actives 0.055% (n = 360,000). AID 743238, 2013. XiGFP mouse fibroblasts, % GFP-positive cells imaging, 3 d; cells co-treated with 5-aza-dC sensitizer; scaled so ellipticine positive control = 100%. activation, % at 7.58 µM;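 active means mean normalized replicate activation at least 10% and every replicate at or above 10%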;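 further: 0% = median of on-plate neutral control wells and 100% = ellipticine 6 µM median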
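Material: XiGFP fibroblasts, SV40-immortalized. Buffer or medium: DMEM plus 5-aza-dC sensitizer. Compound: single concentration per compound, delivered by pin transfer. Times: 3 days compound exposure. Controls: ellipticine 6 µM.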
RAD54 inh: inhibitors of human RAD54 branch migration, primary screen, biochemical, fluorescence, single point | AID 602329, 2012 | DNA repair and recombination protein RAD54-like (Homo sapiens), Q92698 | RAD54 Holliday junction branch migration, FAM/BHQ fluorescence | inhibition, % at 10.4 µM | actives 0.14% (n = 360,000);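 active means mean normalized replicate activity at least 40 and at least half of replicates scoring 40 or more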;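 further: 0% = median of neutral control wells and 100% = median of positive control wells; inhibitors cause a drop in the FAM fluorescence signal; in these data hits start at about 50%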
Target sequence (Q92698 whole entry, looked up): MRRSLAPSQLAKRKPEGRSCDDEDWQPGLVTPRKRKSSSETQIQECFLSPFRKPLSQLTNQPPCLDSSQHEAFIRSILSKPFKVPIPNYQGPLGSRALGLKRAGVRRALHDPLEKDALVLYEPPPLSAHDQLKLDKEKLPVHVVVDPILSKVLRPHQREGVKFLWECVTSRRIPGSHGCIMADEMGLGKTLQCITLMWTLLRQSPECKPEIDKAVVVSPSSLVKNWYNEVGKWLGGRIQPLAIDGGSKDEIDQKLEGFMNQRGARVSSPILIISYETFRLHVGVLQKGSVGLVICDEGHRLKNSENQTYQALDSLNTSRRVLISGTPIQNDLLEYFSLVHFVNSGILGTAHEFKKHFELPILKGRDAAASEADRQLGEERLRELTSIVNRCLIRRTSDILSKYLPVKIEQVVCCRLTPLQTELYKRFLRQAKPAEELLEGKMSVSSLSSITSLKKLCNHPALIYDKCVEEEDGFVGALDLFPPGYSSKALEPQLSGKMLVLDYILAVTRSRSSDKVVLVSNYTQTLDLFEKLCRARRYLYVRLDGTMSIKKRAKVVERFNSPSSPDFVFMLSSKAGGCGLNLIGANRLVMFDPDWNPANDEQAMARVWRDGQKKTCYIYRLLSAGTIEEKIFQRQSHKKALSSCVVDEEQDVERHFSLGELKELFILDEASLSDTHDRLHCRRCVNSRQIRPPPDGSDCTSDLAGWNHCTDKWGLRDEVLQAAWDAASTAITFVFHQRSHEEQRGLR
RAD52 anneal inh: RAD52 DNA annealing inhibitors, primary screen, biochemical, FRET, single point, set 2 | DNA repair protein RAD52 homolog (Homo sapiens), P43351 | recombinant RAD52 DNA annealing, FRET fluorescence | inhibition, % at 18.7 µM | actives 0.46% (n = 360,000) | AID 651710, 2012;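 active means every replicate showing at least 50% inhibition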
The depositor's hits bear a star; x = not tested or not shown; & = joins results of further samples; ! = not confirmed by another sample.

SMILES	ERAP1 HTS inh	esBAF inh	GSIS activator	ARNT-TACC3 inh	F508del corr	Xi reactivation	RAD54 inh	RAD52 anneal inh
O=c1c2ccccc2cnn1-c1ccc2ccccc2c1	x	-17	3	-7	x	x	9	x
CCC(=O)N1[C@H](CO)[C@@H](c2ccc(-c3ccccc3C)cc2)C12CN(C(C)=O)C2	-1	x	-11	x	0.2	0.0	x	-23
CCC(=O)N1[C@@H]2c3cccc(=O)n3C[C@@H]2[C@@H](CO)[C@@H]1C(=O)N1CCc2ccccc2C1	-1	6	13	10	-1.8	0.1	0	6
C[C@H]1CN([C@@H](C)CO)C(=O)c2cccc(NS(=O)(=O)c3cccs3)c2O[C@H]1CN(C)C(=O)NC1CCCCC1	-1	2	4	0	-0.5	-0.4	-2	-4
COc1ccc(NC(=O)c2cc3cccc(OC)c3oc2=Nc2ccc(C(=O)O)cc2)cc1OC	x	x	4	-1	-3.0	0.1	x	-9
Cc1cc(-c2cc(C(=O)O)c3ccccc3n2)c(C)s1	-2	x	15	-1	-0.3	0.5	x	-14
O=C(NNC(=O)C1CC1)c1ccccc1[N+](=O)[O-]	-2	x	5	1	0.2	0.1	-8	-8
CNC[C@@H]1Oc2c(NS(=O)(=O)c3cn(C)cn3)cccc2C(=O)N([C@@H](C)CO)C[C@H]1C	3	-7	8	-1	1.8	0.0	-1	2
CC(=O)N(C)C[C@H]1Oc2ncc(-c3cccnc3)cc2C(=O)N([C@H](C)CO)C[C@@H]1C	1	0	14	-7	-0.1	-1.0	-9	-5
CC1(C)CC(NC(=O)c2ccc(Cl)c(Cl)c2)CC(C)(C)N1	-3	-2	5	-11	0.7	0.0	1	-3
COc1ccc(S(=O)(=O)Nc2ccc(S(=O)(=O)Nc3cc(C)nc(C)n3)cc2)cc1OC	0	-6	4	10	-1.9	0.9	-5	-17
CCOc1cc(N2CCOCC2)c(OCC)cc1NC(=O)CSc1ncn[nH]1	1	-1	5	x	-0.1	0.0	-6	-14
CCOC(=O)c1c(NC(=O)Cn2cnc([N+](=O)[O-])n2)sc2c1CCCC2	0	x	17	9	x	0.4	x	-20
O=C(NCCCN1CCCC1=O)c1c(O)nc2sccn2c1=O	-1	x	19	12	-0.3	0.0	1	-4
C[C@@H]1CN([C@H](C)CO)C(=O)c2cc(NC(=O)Nc3ccc4c(c3)OCO4)ccc2O[C@@H](C)CCCCO[C@H]1CN(C)S(=O)(=O)c1ccc(Cl)cc1	-3	2	14	-2	0.3	0.0	7	7
Cc1[nH]c2ccccc2c1C(=O)CN1C(=O)C(=O)N(Cc2ccco2)C1=O	33*	-2	-3	1	-0.8	0.3	x	-15
CC1(C)CC(=O)C=C(C(=O)N2CCCC(CCC(=O)NCc3ccccc3F)C2)O1 (centres undefined)	-6	12	1	-9	-1.4	0.2	-4	-9
CC(=O)Nc1ccc(S(=O)(=O)N(C)CC(=O)OCC(=O)N2CCCC2=O)cc1	19	x	22	-4	-4.2	-0.1	x	-5
CCCCOC(=O)c1nc[nH]c1C(=O)OCCCC	x	x	28	-6	0.2	0.5	x	-11
COc1cc(C(=O)N2CCN(S(=O)(=O)c3ccc(Cl)cc3)CC2)ccc1OCC(=O)N1CCOCC1	-1	1	1	x	-0.1	0.2	-1	-4
CSc1nc2cc(S(=O)(=O)N3CCOCC3)ccc2s1	x	9	11	-6	x	x	-4	x
CC(C)(C)c1ccccc1NC(=O)C1=COCCO1	-2	-1	12	-3	-1.1	-0.1	-6	-12
O=C(C[C@H]1C[C@@H]2c3cc(NC(=O)c4ccc5c(c4)OCO5)ccc3O[C@@H]2[C@H](CO)O1)NCC1CC1	0	-6	-2	8	-2.2	0.0	-14	6
Cc1cc(C)nc(SCc2nnc(SCC(=O)Nc3ccc(C)c(C)c3)n2Cc2ccco2)n1	x	-9	-20	3	x	x	-4	x
CCOc1ccc(S(=O)(=O)N(CC)CC)cc1NS(=O)(=O)c1ccc(F)c(F)c1F	-1	x	-21	13	-1.3	-0.1	x	20

(listing goes on)
SMILES	ERAP1 HTS inh	esBAF inh	GSIS activator	ARNT-TACC3 inh	F508del corr	Xi reactivation	RAD54 inh	RAD52 anneal inh
COc1ccc(NC(=O)C2CCCCN2S(=O)(=O)c2ccccc2)cc1S(=O)(=O)N1CCOCC1 (centres undefined)	-1	-5	7	12	-4.5	0.0	-4	-22
CCC(C)NC(=O)c1ccccc1-c1nc2ccccc2[nH]1 (centres undefined)	5	1	10	8	-3.6	0.0	x	-23
CO[C@@H]1CN(C)C(=O)c2ccc(NC(=O)c3cnccn3)cc2OC[C@H](C)NC[C@H]1C	0	-6	19	2	-1.2	0.1	-6	-67
C/C(=N\NC(=O)c1ccccc1)c1ccc(-n2ccnc2)cc1	7	x	-6	2	4.9	0.0	x	-17
CCOC(=O)c1c(N)sc(C(=O)Nc2ccccc2F)c1C	3	20	17	-1	-1.8	0.1	1	-17
C[C@H]1CN([C@@H](C)CO)C(=O)c2cc(NC(=O)Cc3ccccc3)ccc2O[C@@H]1CN(C)Cc1ccccc1	2	9	3	5	2.7	0.1	-4	7
CCCCCn1c(=NC(=O)c2ccco2)c(C(=O)OCC)cc2c(=O)n3ccccc3nc21	-138	3	36	12&8	-4.5	-0.1	45	-49
CCOC(=O)C1=C(C)NC(C)=C(C(=O)OCC)C1	4&0	-8&-8	-9&11	-5&2	-1.2	0.0	-3&2	-3&-13
CC(=O)Nc1ccc2c(c1)CCCC2=O	1	6	14	-3	0.1	-0.1	-9	-5
CC(C)CC#Cc1ccc2c(c1)O[C@@H](CN(C)Cc1ccccc1)[C@@H](C)CN([C@H](C)CO)S2(=O)=O	x	-2	51	x	-2.5	-1.0	x	x
CCC(NC(=O)C1(C)CC1(Br)Br)c1ccc(C)cc1 (centres undefined)	x	-3	-18	-16	x	x	2	x
COc1ccc(CCn2c(=S)[nH]c3cc(C(=O)N4CCOCC4)ccc3c2=O)cc1OC	2	x	19	-6	-2.2	0.0	x	-11
CC(C)NC(=O)N(C)C[C@@H]1Oc2c(NC(=O)Nc3ccc(F)cc3)cccc2C(=O)N([C@@H](C)CO)C[C@H]1C	-1	-2	-4	-7	-1.0	-0.1	4	-11
COC(=O)c1ccc(C(NC(=O)OCc2ccccc2)/C(F)=C/[C@@H](C)C(=O)NCc2ccc(OC)c(OC)c2)cc1 (some centres undefined)	x	-10	14	-3	-3.1	0.0	-8	-89
Cc1ccc(S(=O)(=O)N[C@H]2C=C[C@@H](CC(=O)NC3CCCCC3)O[C@H]2CO)cc1	-5	13	-2	-17	3.5	-0.1	0	8
COc1ccc(CC(=O)O/N=C(\N)c2cccc([N+](=O)[O-])c2)cc1	11	-1	6	x	x	0.1	8	-3
O=C(Nc1cccc(Cl)c1)N1[C@@H]2CNC[C@H]1C2c1ccc(/C=C/c2ccccc2)cc1 (some centres undefined)	-4&-2	x	-2&3	x	-0.7&-4.6	0.1&0.0	x	60*!
CCC(CC)C(=O)Nc1nnc(S(=O)(=O)N2CCc3ccccc32)s1	-3	0	8	-1	0.0	-0.1	-6	-13
CC(=O)NC1C(=O)N(CCN2CCOCC2)c2ccc(Br)cc21 (centres undefined)	15	15	11	-38	-0.2	0.2	-18	23
CC(C)C[C@H](NC(=O)C1CC1)C(=O)N1CCC[C@H]1C(=O)NCc1ccccc1	0	x	11	x	0.2	0.7	x	-5
C[C@@H]1CN([C@@H](C)CO)C(=O)c2cc(NS(C)(=O)=O)ccc2O[C@@H]1CN(C)C(=O)Nc1cccc2ccccc12	-2	-3	4	-9	0.1	0.2	-1	-2
C[C@@H]1CN([C@@H](C)CO)C(=O)Cc2cc(NC(=O)Cc3cn(C)c4ccccc34)ccc2O[C@H]1CN(C)CC1CC1	3	-2	-17	4	2.8	0.0	3	33
COc1ccc(-c2csc3ncnc(N4CCN(c5ccccc5Cl)CC4)c23)cc1	-1	-2	-1	-2	4.3	0.1	-16	-28
CO[C@@H]1CN(C)C(=O)c2ccc(NC(=O)NC3CCCCC3)cc2OC[C@@H](C)N(CC2CCOCC2)C[C@H]1C	x	4	-15	2	-0.1	0.1	-19	3
CCc1nnc(NC(=O)c2ccc(S(=O)(=O)N(C)c3ccccc3)cc2)o1	12	x	-3	3	2.0	0.0	x	-11

(more compounds)
SMILES	ERAP1 HTS inh	esBAF inh	GSIS activator	ARNT-TACC3 inh	F508del corr	Xi reactivation	RAD54 inh	RAD52 anneal inh
COc1ccc(NC(=O)c2cc(C)nc3ccccc23)cc1S(=O)(=O)N1CCOCC1	4	0	2	-1	2.6	0.2	-12	-18
Cc1ccc(CNC(=O)C2CCN(S(=O)(=O)c3c(C)noc3/C=C/N(C)C)CC2)cc1	5	-2	1	27	-0.5	0.1	4	-132
Cc1cc(C)c([N+](=O)[O-])cc1NCC(=O)N1CCN(c2ccccc2)CC1	2	x	-15	-2	0.1	0.1	x	-11
CCOc1ccccc1N(CC(=O)Nc1ccccc1Br)S(=O)(=O)c1ccccc1	2	3	x	x	-2.0	0.3	-4	-12
O=C(C[C@@H]1CC[C@H]2[C@@H](COC[C@@H](O)CN2Cc2ccccc2)O1)NCCCN1CCOCC1	-2	-4	5	-6	-1.9	0.1	2	-54
COC(=O)c1ccc2c(c1)N(C)S(=O)(=O)c1cnc(SCC(=O)C(C)(C)C)nc1-2	5	x	9	x	-2.0	0.2	8	-8
CC(C)(C)NC(=O)C(c1ccncc1)N(Cc1ccco1)C(=O)c1ccc(-c2ccccc2)[nH]1 (centres undefined)	0	x	-2	-6	-0.1	0.0	x	-23
CNC[C@H]1OCCCC[C@H](C)Oc2ccc(NS(=O)(=O)c3ccccc3)cc2C(=O)N([C@@H](C)CO)C[C@@H]1C	x	-7	9	x	-1.5	-1.1	x	x
C[C@H]1CN([C@@H](C)CO)C(=O)c2cccc(NS(=O)(=O)c3cccs3)c2O[C@@H]1CN(C)C(=O)Nc1ccc2c(c1)OCO2	0	9	29	2	-3.0	0.0	5	3
CC[N+]1(C)CCC(O)(c2ccc(OC)cc2)C(C(=O)c2ccc(OC)cc2)C1 (centres undefined)	4	x	214*	-4	-3.9	1.9	x	-5
COc1nc(-c2cccs2)cc(-c2ccc(C)cc2)c1C#N	x	5	6	0	x	x	4	x
O=C(CSc1nc2c(c(C(F)(F)F)n1)CCc1ccccc1-2)NCc1ccco1	x	-9	7	-12	x	x	1	x
O=S(=O)(c1ccc(Br)cc1F)N1CCCCC1CCO (centres undefined)	1	7	10	0	-3.5	0.0	5	-13
COc1ccc(S(=O)(=O)NC(=O)C2(C)CCN2C(=O)Cc2cc(C)cc(C)c2)cc1OC (centres undefined)	-3	2	x	x	1.9	-0.1	8	-6
COC(=O)[C@@]12C[C@@H](CC(=O)NCC3CCCCC3)C(=O)N(Cc3ccccc3)C1=CCC(C)(C)C2	2	x	x	x	1.2	0.5	x	-7
Cc1cc(C)n(-c2nc3ccccc3nc2N2CCN(C(=O)c3ccc(F)cc3)CC2)n1	x	-3	-14	23	x	x	4	x
CC(=O)c1ccc(S(=O)(=O)N2CCNC(=O)C2)cc1	-4	-11	x	-6	0.7	-0.2	11	-12

Source: PubChem BioAssay (Broad Institute)
